# High-throughput results (PubChem BioAssay)
# IL-2 act: qHTS of IL-2 Activators; activation, % (series mostly up to about 46 µM); AID 652025, 2013; IL-2 activation reporter assay, cell-based qHTS; stimulated with anti-CD3/CD4/CD28 beads; in transgenic mouse T cells; hit rate 0.065% among 360,000; in the data active means activation above about 50%; inconclusive means mostly about 30% to 49%; further: 0% is about no effect
#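 Screening format: compound pinned onto unstimulated transgenic mouse T cells, 60 min incubation, then anti-CD3/anti-CD4/anti-CD28 bead stimulation for 18 hours at 37 degrees C, followed by EGFP and DsRed detection.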
# WRN helicase inh: qHTS for Inhibitors of WRN Helicase; Bifunctional 3'-5' exonuclease/ATP-dependent helicase WRN (Homo sapiens), Q14191; WRN helicase unwinding, fluorescent forked duplex, kinetic; Potency, µM (highest dose often 114 µM), inactives show top-dose activity change, negative = inhibition, actives largely listed as inhibitors; hit rate 0.46% among 360,000; further: potency means the concentration at half of the fitted maximal effect; on the % scale 0 is the no-effect control and ±100 the full control effect; nearly all actives have a fitted effect of over 55% in size
#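 Fluorescence dequenching readout, ex 525 nm/em 598 nm, kinetic mode: forked duplex DNA (100 nM final) with adjacent fluorophore and quencher unwound by WRN (20 nM final) with 2 mM ATP. Compound preincubation 15 min, room temperature.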
# FUS yeast rescue: qHTS for Suppressors of FUS Proteinopathy: Primary screen using FUS-linked yeast assay; AID 1347120, 2019; Potency, µM (series often up to 76.6 µM), for the others: at the highest dose growth rescue (activation), most hits filed as activators; S. cerevisiae FUS-expressing, growth rescue, OD600, 24 h; hit rate 0.24% among 390,000;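 further: potency means the concentration at half of the fitted maximal effect; plate controls were DMSO vehicle for no effect and reference control for full effect; nearly all actives have a fitted effect of over 55% in size; some results filed as inactive show a strong effect at the top dose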
#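 Restored growth of FUS-toxic S. cerevisiae, read as 600 nm absorbance after 24 h at 30C in galactose medium (starting OD 0.005). Controls CP55940 and DMSO.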
# PI5P4K alpha inh: qHTS for Inhibitors of phosphatidylinositol 5-phosphate 4-kinase (PI5P4K). max response, %. Phosphatidylinositol 5-phosphate 4-kinase type-2 alpha (Homo sapiens), P48426. AID 652105, 2013. PI5P4Kalpha enzyme, ADP-Glo luminescence, 60 min; active compounds read low. hit rate 1.2% among 330,000; active means max response of -50% or lower; inconclusive means between -30% and -50%; inactive means -30% or higher; further: value at the top dose of about 77 µM; on the % scale 0 is the no-effect control and ±100 the full control effect
# Target sequence (P48426 whole entry, looked up): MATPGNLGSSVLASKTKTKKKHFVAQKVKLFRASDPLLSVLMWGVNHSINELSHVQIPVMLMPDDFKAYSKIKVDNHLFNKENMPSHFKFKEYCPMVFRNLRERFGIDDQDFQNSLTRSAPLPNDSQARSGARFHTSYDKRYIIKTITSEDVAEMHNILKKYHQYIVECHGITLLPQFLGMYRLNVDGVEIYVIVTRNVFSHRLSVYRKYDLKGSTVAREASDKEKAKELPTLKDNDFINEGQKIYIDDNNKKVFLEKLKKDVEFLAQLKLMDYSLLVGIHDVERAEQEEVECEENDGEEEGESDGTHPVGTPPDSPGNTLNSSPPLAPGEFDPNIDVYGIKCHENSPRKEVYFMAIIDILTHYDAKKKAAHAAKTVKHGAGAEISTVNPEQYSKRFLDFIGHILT
#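 ADP-Glo luminescence end-point after a 60 min room-temperature kinase reaction. PI5P4Kalpha and substrate in HEPES pH 7.4 buffer with EGTA, 0.1% CHAPS and 5% DMSO; ATP at 5 microM final.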
# EPAC1 agonist: qHTS for Agonist of cAMP-regulated guanine nucleotide exchange factor 3 (EPAC1): primary screen; Rap guanine nucleotide exchange factor 3 (Homo sapiens), O95398; EPAC1 agonist qHTS, biochemical assay; response scale: 100% = response to 6.5 mM cAMP; Potency, µM (top dose mostly 154 µM), inactives show at the top dose activation, usual class: activators; hit rate 0.073% among 360,000; further: potency means the concentration at half of the fitted maximal effect; nearly all actives have a fitted effect of over 60% in size
#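 Read-out is the fluorescence drop as BODIPY-GDP leaves Rap1B (480 nm excitation, 540 nm emission), recorded every 5 minutes over 30 minutes. Reactions held 100 nM EPAC1, 250 nM Rap1B–BODIPY-GDP and 50 uM GDP, with 6.5 mM cAMP setting full activation.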
# PLK1 PBD inh: qHTS for Inhibitors of PLK1-PDB (polo-like kinase 1 - polo-box domain): Primary Screen. Plk1 PBD binding of FITC phosphopeptide, fluorescence polarization. Potency, µM, without a hit: max response, negative = inhibition, actives largely listed as inhibitors. hit rate 2.8% among 360,000. AID 720504, 2013; further: potency means the concentration at half of the fitted maximal effect; series mostly up to about 57 µM; on the % scale 0 is the no-effect control and ±100 the full control effect; nearly all actives have a fitted effect of over 65% in size
# Target sequence (P53350 whole entry, looked up, the tested form may be a part): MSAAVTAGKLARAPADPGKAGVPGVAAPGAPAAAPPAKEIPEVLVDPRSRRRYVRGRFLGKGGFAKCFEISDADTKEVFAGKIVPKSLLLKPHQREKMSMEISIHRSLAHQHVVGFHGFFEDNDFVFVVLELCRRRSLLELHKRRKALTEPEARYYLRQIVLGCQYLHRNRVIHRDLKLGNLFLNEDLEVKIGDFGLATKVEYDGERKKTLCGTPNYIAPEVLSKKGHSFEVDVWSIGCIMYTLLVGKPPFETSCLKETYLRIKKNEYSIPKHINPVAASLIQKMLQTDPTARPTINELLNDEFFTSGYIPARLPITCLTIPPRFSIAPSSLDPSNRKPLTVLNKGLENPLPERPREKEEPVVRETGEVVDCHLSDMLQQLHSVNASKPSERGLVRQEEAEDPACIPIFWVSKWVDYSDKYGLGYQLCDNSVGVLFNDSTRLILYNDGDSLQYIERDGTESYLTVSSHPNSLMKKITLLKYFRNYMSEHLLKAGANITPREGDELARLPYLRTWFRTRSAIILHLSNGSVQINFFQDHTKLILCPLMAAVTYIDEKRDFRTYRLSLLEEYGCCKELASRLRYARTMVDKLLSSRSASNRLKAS
# Abeta yeast res: qHTS for compounds that reverse cellular toxicity of Amyloid beta (A-beta) peptide in yeast: Primary Screen | hit rate 0.063% among 410,000 | yeast expressing A-beta42, growth rescue, OD600, 48 h; response scale: 0% DMSO, 100% iron-clioquinol control | AID 1347071, 2019 | Potency, µM (series often up to 46.1 µM), for inactives: at the highest dose growth rescue, usual class: activators; further: potency means the concentration at half of the fitted maximal effect; nearly all actives have a fitted effect of over 55% in size
#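 Yeast growth medium received pinned compounds, then yeast cells expressing toxic A-beta were added; plates incubated at 30 C for 48 hr. Growth read as absorbance at 600 nm, normalized to DMSO and equimolar FeCl3 plus clioquinol controls.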
# EPAC1 antagonist: qHTS for Antagonist of cAMP-regulated guanine nucleotide exchange factor 3 (EPAC1): primary screen; EPAC1 GEF assay, Rap1b-BODIPY-GDP exchange fluorescence; hit rate 0.14% among 360,000; AID 720709, 2013; Potency, µM (doses to about 115 µM), for inactives: top-dose activity change, negative = inhibition, actives largely listed as inhibitors;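 further: potency means the concentration at half of the fitted maximal effect; plate controls were vehicle for no effect and positive control for full effect; nearly all actives have a fitted effect of over 50% in size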
# Numbers without * were called inactive; ? = inconclusive; · = no result given; [ ] = another dose, or the depositor's remark. Unless noted, the call rests on the fitted dose curve; in most records, active means well fitted curve in the direction sought with a large enough effect; inconclusive means small, poorly fitted or top-dose-only effect, or another doubt; inactive means no such curve, though single readings can be large; an effect the other way counts as inactive or inconclusive. An unsorted share of the library. Share with any hit: about 4.1%.
SMILES,IL-2 act,WRN helicase inh,FUS yeast rescue,PI5P4K alpha inh,EPAC1 agonist,PLK1 PBD inh,Abeta yeast res,EPAC1 antagonist
COc1ccccc1Nc1ccc(C(=O)NC2CCCCC2)cn1,-1.5,-7%,-8%,·,6%,-1%,0%,2%
Cn1nc(C(=O)Nc2nc3ccccc3[nH]2)ccc1=O,-2.3,-4%,16%,-1,-3%,-12%,-5%,3%
OCCNc1nc(NCCC2=CCCCC2)nc(N2CCOCC2)n1,-0.5,8%,-5%,23,-1%,-11%,3%,-3%
Cn1ncc([N+](=O)[O-])c1C(=O)Nc1ccn(Cc2ccccc2F)n1,-0.3,6%,9%,·,-2%,-2%,6%,-1%
CC(=O)Nc1ccc(NC(=O)CCn2c(=S)oc3ccccc32)cc1,-0.1,-1%,-11%,-6,6%,-7%,-12%,-6%
N#Cc1ccc(NCCc2ccccn2)c([N+](=O)[O-])c1,0.0,0%,-8%,2,-7%,-1%,4%,2%
O=C(c1ccc([N+](=O)[O-])cc1)N1CCOC12CCN(c1ncc(C(F)(F)F)cc1Cl)CC2,0.2,5%,-21%,-3,-5%,-4%,16%,2%
COCCNC(=O)NC(=O)COC(=O)C12CC3CC(CC(NC(C)=O)(C3)C1)C2,-0.8,-25%[57.1 µM],-14%,3,-4%,-4%,0%,4%
CNc1cc(N2CCCCCC2)ccc1[N+](=O)[O-],-2.5,-12%,-2%,·,3%,-6%,-32%[inhibitor],-5%
COC(=O)C1CCN(CC(=O)N(C)c2c(N)n(Cc3ccccc3)c(=O)[nH]c2=O)CC1,-0.3,7%,-16%,1,4%,-8%,5%,-5%
CCNC(=S)NNC(=O)c1nn(C)c(C)c1Cl,1.2,2%,-27%,1,-1%,2%,-4%,8%
O=C(CC1C(=O)NCCN1C(=O)Nc1ccccc1)Nc1cccc(Cl)c1 (centres undefined),0.1,1%,-27%,17,11%,-1%,9%,-3%
C=CCOc1ccccc1C(=O)/C=C1/C(=O)Nc2ccccc21,-3.6,-14%,2%,6,15%,?,-17%,-1%
Cn1c2ccccc2c2n[nH]c(=O)nc21,5.5,-2%,-4%,0,7%,-18%,2%,1%
CN1CCN(C(=S)C(=O)NCc2ccccc2)CC1,1.1,-4%,9%,-2,7%,-6%,6%,-23%
CCc1nc2ccc(C(=O)Nc3cc(-c4ccccc4)ccc3OC)cn2c1N(C)Cc1ccc(OC)cc1,0.2,-4%,?,14,-12%,0%,0%,-5%
Cc1nc(S(=O)(=O)N(C)Cc2ccccc2)c(C#N)c(C)c1Cl,-2.5,2%,6%,-1,2%,-3%,0%,-15%
O=C([C@H]1O[C@@H](n2ccc(=O)[nH]c2=O)[C@H](O)[C@@H]1O)N1CCSC1,0.0,-2%,-17%,7,-6%,7%,0%,8%
C=CCOC(=O)C1=C(C)NC(=S)NC1c1cccs1 (centres undefined),-5.0,10%,8%,3,9%,?,10%,-6%
CC(C)c1nc(N2CCN(C(=O)c3ccco3)CC2)c(C#N)c2c1COC(C)(C)C2,-0.5,-4%,29%,4,0%,-12%,-4%,-21%
CC(NC(=O)COC(=O)/C=C/c1cccc(C(F)(F)F)c1)c1ccccc1 (centres undefined),-2.8,-5%,14%,6,-17%,0%,-7%,-1%
O=c1[nH]c2c(s1)C=Nc1ccccc1N2,12,-27%[57.1 µM],18%,·,27%,13µM*,6%,30%
CC1Cn2c(nnc2C23CC4CC(CC(C4)C2)C3)S1 (centres undefined),0.8,29%[57.1 µM],-10%,·,-2%,-7%,1%,6%
O=C(CSc1ncc(-c2ccc(F)cc2)n1Cc1ccco1)Nc1nccs1,0.7,-2%,-1%,-5,-9%,-17%,5%,2%
c1ccc2nc3c(cc2c1)CCCCCC3,-1.7,0%,16%,0,-5%,-8%,-7%,3%
COC(=O)[C@@]12OC[C@]34[C@H]([C@@H](O)[C@@H]1O)[C@@]1(C)C(=O)C(O[C@@H]5OC(CO)[C@@H](O)[C@@H](O)[C@@H]5O)=C[C@@H](C)[C@@H]1C[C@H]3OC(=O)[C@H](OC(=O)/C=C(\C)C(C)(C)OC(C)=O)[C@@H]24 (some centres undefined),-1.9,-2%,10%,-13,19%,-10%,-5%,-7%
CCn1c(COc2cccc(OC)c2)nnc1SCC(=O)Nc1cccc(OC)c1,-0.1,-1%,38%,-2,8%,-1%,11%,-12%
O=C(CNC(=O)c1ccccc1F)NCCc1ccccc1F,0.8,-5%,-14%,1,0%,0%,-17%,7%
Cc1cc(C(=O)CSc2nnnn2-c2ccccc2)c(C)n1CCc1ccccc1,-0.9,-5%,28%,0,0%,3%,12%,-14%
OC1(CC#CCN2CCCCC2)c2ccccc2-c2ccccc21,0.2,-1%,-28%,-2,13%,-3%,-8%,-4%
CC(=O)N1CCN(c2ccc(NC(=O)c3ccc(N4CCCC4)c([N+](=O)[O-])c3)cc2Cl)CC1,-1.3,-6%,27%,·,0%,-7%,-8%,0%
CCc1ccc(N2CC(C(=O)Nc3ccc(S(=O)(=O)Nc4ncccn4)cc3)CC2=O)cc1 (centres undefined),-0.7,-12%[57.1 µM],-2%,-6,10%,-1%,-2%,11%
Cn1nc(C(C)(C)C)cc1C(=O)N1CCCCC1c1cc(C(=O)Nc2ccccc2Cl)no1 (centres undefined),-0.7,-9%,?,1,-4%,-11%,-19%,-14%
CCN(C(=O)CSc1nc(-c2ccccc2)cn1N)c1c(N)n(Cc2ccccc2)c(=O)[nH]c1=O,-0.4,0%,16%,0,2%,-11%,5%,22%
COc1ccccc1NC(=O)CN1C(=O)NC(C)(C)C1=O,0.7,3%,9%,·,3%,-7%,-3%,3%
CCc1cccc(CC)c1NC(=S)NCc1ccc2c(c1)OCO2,-2.0,13%,12%,-7,5%,2%,4%,0%
CCC(C)(C)n1nnnc1C(c1cc2ccc(C)cc2[nH]c1=O)N(Cc1cccnc1)Cc1ccco1 (centres undefined),-0.7,-9%,16%,·,15%,-6%,19%,-2%
Cc1cccc(NC(=S)N(C)C)c1C,-3.9,7%,-13%,3,-14%,1%,9%,-22%
CCOC(=O)C1CCCN(c2c(C(=O)c3ccccc3)cnc3ccc(OC)cc23)C1 (centres undefined),-2.9,-8%,-9%,4,15%,-21%,?,-18%
O=C1c2ccccc2CCC12N=NCC2c1ccc(Cl)cc1 (centres undefined),3.0,-11%,29%,5,20%,1%,5%,-2%

# Reprinted from the part before: three entries; new compounds follow.
SMILES,IL-2 act,WRN helicase inh,FUS yeast rescue,PI5P4K alpha inh,EPAC1 agonist,PLK1 PBD inh,Abeta yeast res,EPAC1 antagonist
Cc1cccc(NC(=S)N(C)C)c1C,-3.9,7%,-13%,3,-14%,1%,9%,-22%
CCOC(=O)C1CCCN(c2c(C(=O)c3ccccc3)cnc3ccc(OC)cc23)C1 (centres undefined),-2.9,-8%,-9%,4,15%,-21%,?,-18%
O=C1c2ccccc2CCC12N=NCC2c1ccc(Cl)cc1 (centres undefined),3.0,-11%,29%,5,20%,1%,5%,-2%
CSc1nnc(C)c(=O)n1COC(=O)c1cc(Cl)ccc1[N+](=O)[O-],-0.3,-21%,23%,-5,-2%,-17%,-3%,-1%
CCCCCC(=O)Nc1nc(C)c(-c2csc(Nc3ccc(Cl)cc3)n2)s1,1.3,7%,20%,3,-7%,-3%,0%,4%
Cc1ccc(CNC(=O)[C@@H](NC(=O)Cc2ccccc2)C(C)C)cc1,0.7,3%,37%,1,-2%,-6%,-18%,13%
CCOC(=O)c1nn(-c2cccc(C)c2)cc1C(=O)c1ccccc1,0.3,-8%,·,13,3%,2%,-19%,-12%
COc1ccccc1CNC(=O)CN1C(=O)N(C)C2(CCCCC2)C1=O,-0.2,1%,-23%,-2,0%,3%,-15%,-19%
COc1cccc(NC(=O)COc2ccc(S(=O)(=O)NC(C)C)cc2)c1,-2.9,-11%[57.1 µM],-12%,-9,-7%,-4%,4%,3%
COc1ccc(NC(=O)c2cccc(S(=O)(=O)NCc3ccccc3)c2)cc1S(N)(=O)=O,-0.4,-7%,4%,-4,11%,-3%,17%,6%
CCOC(=O)c1cnc(SC)nc1Oc1cccc(NS(=O)(=O)c2ccccc2)c1,-2.9,-6%,3%,·,0%,2%,10%,-2%
CN(C)C(=S)SCCn1c(N)nc(N(C)C)nc1=O,1.2,-4%,3%,0,0%,-7%,6%,-2%
Cc1ccc(C(=O)NCC(=O)OCCCOC(=O)CNC(=O)c2ccc(C)c(C)c2)cc1C,-4.2,12%,·,0,6%,-10%,-8%,3%
NC(=O)COC(=O)c1ccccc1OCc1ccccc1Cl,-1.3,-4%,-11%,5,4%,-2%,3%,-3%
O=[N+]([O-])c1nn(-c2ccc3c(c2)OCCO3)n(O)c1=NCc1ccccc1Cl,7.2,-7%,1%,·,14%,-14%,6%,3%
CC1SCC(=O)N(CC(=O)Nc2ccc3c(c2)OCCO3)C1=O (centres undefined),0.0,2%,0%,-6,1%,2%,13%,-9%
NC(=O)c1c(N)sc(=S)n1-c1ccccc1,-0.5,-4%,3%,8,6%,-18%,-15%,-11%
CCCc1cc2c(cc1NC(=O)c1ccco1)OCO2,4.1,4%,14%,1,5%,-7%,-1%,?
Cc1nc2ccccc2c(=O)n1CCc1ccc(O)cc1,-0.3,5%,4%,-3,14%,-10%,-15%,9%
O=C(NC12CC3CC(CC(C3)C1)C2)c1ccc(-c2ccccc2Cl)o1,-0.3,0%,12%,-2,-13%,2%,3%,-10%
Cn1ncc2c(Nc3ccc([N+](=O)[O-])cc3)nc(Cl)nc21,-2.3,2%,-10%,-9,-5%,-9%,-17%,-4%
Fc1ccc(-c2nc3c(Cl)cc(C(F)(F)F)cn3c2Cc2cccc(F)c2)cc1,-0.6,-1%,-39%,7,-24%,-13%,-23%,-16%
